# Pin1 inh = blocks the human prolyl isomerase Pin1. Q13526. Pin1 FP peptide displacement, HiFluor488, 10 min. Potency, µM (titrated, usually from 115 µM), without a hit: top-dose activity, negative = inhibition, actives largely listed as inhibitors. 0.009% of 390,000 active; active = well fitted inhibition curve with a large enough effect in the polarisation, with a control signal flat, not every such curve was filed as active; inconclusive = small, poorly fitted or top-dose-only effect, or effect the other way, or a change in a side signal; inactive = no such curve, though single readings can be large or run the other way; the % refers to the polarisation; note: % is set by controls: 0 for no effect and ±100 for the full control effect
# Target sequence (Q13526 whole entry, looked up): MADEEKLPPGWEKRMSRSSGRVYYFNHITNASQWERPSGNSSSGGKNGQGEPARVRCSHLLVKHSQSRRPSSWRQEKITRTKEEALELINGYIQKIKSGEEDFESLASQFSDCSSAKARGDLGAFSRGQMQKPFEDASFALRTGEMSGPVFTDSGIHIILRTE
# G9a block = blocks human histone lysine methyltransferase G9a; Q96KQ7; G9a H3K9 monomethylation, AlphaScreen, 2 h; Potency, µM (highest dose often 102 µM), inactives show at the top dose activity, negative = inhibition, usual class: inhibitors; 8.8% of 350,000 active; note: % is set by controls: 0 for no effect and ±100 for the full control effect; nearly all actives have a fitted effect of over 75% in size
#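 Readings reflect AlphaScreen signal from monomethyl-H3K9 antibody detection. HMT at 20 nM; substrate b-H3K9 500 nM; cofactor SAM 20 uM; 2 h RT reaction; compounds tested as titrations in qHTS with 15 min preincubation.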
# BAZ2B block = blocks human BAZ2B; Q9UIF8; AlphaScreen BAZ2B-H3K14Ac peptide displacement; Potency, µM (highest dose often 114 µM), for the others: at the top dose activity change, negative = inhibition, actives largely listed as inhibitors; 4.4% of 360,000 active; AID 504333; note: % is set by controls: 0 for no effect and ±100 for the full control effect; nearly all actives have a fitted effect of over 60% in size
#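 In this displacement format the biotinylated H3(5-23) peptide acetylated at Lys14 serves as ligand at 50 nM, with BAZ2B at 50 nM in PBS pH 7.4 containing 0.01% Tween-20. Donor and acceptor beads are 10 ug/mL final.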
# Tb PGK inh = blocks T. brucei phosphoglycerate kinase. P07378. PGK/GAPDH coupled, Kinase-Glo luminescence, 60 min. Potency, µM (doses to about 57.5 µM), for inactives: top-dose activity change, negative = inhibition, actives largely listed as inhibitors. 0.043% of 380,000 active; note: % is set by controls: 0 for no effect and ±100 for the full control effect; nearly all actives have a fitted effect of over 60% in size
#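 Luminescent ATP detection (Kinase-Glo Plus) follows a 60-minute room-temperature incubation, with wells lacking PGK as controls. Buffer: 100 mM TEA (pH 7.6), 5 mM MgCl2, 0.01% Tween-20. Coupling enzyme GAPDH (100 nM final) supplies unstable 1,3-BPG in-well.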
# POLI inh = inhibitors of human DNA polymerase iota; Pol iota fluorescent replication assay, 10 min; Potency, µM (series often up to 115 µM), for inactives: at the highest dose activity, negative = inhibition, most hits filed as inhibitors; 1% of 390,000 active
# Target sequence (Q9UNA4 whole entry, looked up): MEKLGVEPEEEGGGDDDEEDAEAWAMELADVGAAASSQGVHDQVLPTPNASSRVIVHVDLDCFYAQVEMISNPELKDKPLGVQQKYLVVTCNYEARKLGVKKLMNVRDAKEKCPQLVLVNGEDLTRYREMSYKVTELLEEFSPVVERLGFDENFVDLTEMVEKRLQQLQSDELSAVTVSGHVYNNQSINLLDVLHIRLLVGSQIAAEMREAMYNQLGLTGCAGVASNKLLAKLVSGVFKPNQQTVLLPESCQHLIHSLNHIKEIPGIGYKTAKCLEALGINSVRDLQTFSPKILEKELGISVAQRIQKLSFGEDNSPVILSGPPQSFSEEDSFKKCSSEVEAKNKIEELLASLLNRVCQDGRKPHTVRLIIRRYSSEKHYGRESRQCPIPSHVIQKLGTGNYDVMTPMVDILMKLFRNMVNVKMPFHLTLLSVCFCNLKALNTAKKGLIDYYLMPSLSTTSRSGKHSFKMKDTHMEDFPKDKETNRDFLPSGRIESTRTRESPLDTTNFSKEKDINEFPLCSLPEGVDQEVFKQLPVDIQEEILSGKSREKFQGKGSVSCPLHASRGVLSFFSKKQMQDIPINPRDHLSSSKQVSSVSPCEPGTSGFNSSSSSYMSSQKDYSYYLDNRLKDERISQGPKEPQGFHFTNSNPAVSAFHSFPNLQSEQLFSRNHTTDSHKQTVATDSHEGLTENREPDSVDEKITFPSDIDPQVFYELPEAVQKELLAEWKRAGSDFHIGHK
#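 Pol iota at 10 nM preincubated 15 min with compounds at room temperature; reaction started with fluorescent substrate, 50 nM final. Fluorescence read kinetically at 0 and 10 min; buffer-only wells as negative control.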
# GLS inhibitor = glutaminase GLS (human) inhibition; O94925; Potency, µM (top dose mostly 45.5 µM), without a hit: top-dose activity change, negative = inhibition, most hits filed as inhibitors; GLS enzymatic activity, qHTS titration; 0.21% of 410,000 active; note: % is set by controls: 0 for no effect and ±100 for the full control effect
#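 hKGA in 45 mM KH2PO4 pH 8.2, 0.02% Tween-20 with pin-transferred compounds; 1 mM L-glutamine (stock) plus glutamate oxidase/HRP/Amplex Red coupling added. Fluorescence read initially and after 30 min at RT.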
# JMJD2A Tudor = inhibitors of human JMJD2A Tudor domain | AlphaScreen JMJD2A-Tudor / H3K4me3 peptide binding | 4.4% of 390,000 active | O75164 | Potency, µM (top dose mostly 114 µM), without a hit: at the top dose activity change, negative = inhibition, usual class: inhibitors; note: % is set by controls: 0 for no effect and ±100 for the full control effect; nearly all actives have a fitted effect of over 50% in size
# HP1b chromo inh = blocks HP1-beta chromodomain binding to methylated histone tails; AID 540317; AlphaScreen HP1-beta / biotin-H3K9me3 peptide binding; Potency, µM (top dose mostly 114 µM), without a hit: at the highest dose activity change, negative = inhibition, actives largely listed as inhibitors; 0.56% of 390,000 active; note: nearly all actives have a fitted effect of over 70% in size; inactives centre near 23
#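 Compound inhibition of the preformed complex between 50 nM HP1-beta and 50 nM biotinylated H3K9me3 peptide was read by AlphaScreen. Buffer was PBS pH 7.4 with 0.01% Tween-20. Incubations ran 30 min at room temperature, with 10 ug/mL donor/acceptor beads.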
# BLM helicase inh = inhibitors of human Bloom syndrome helicase BLM. P54132. Potency, µM (highest dose often 56.1 µM), without a hit: at the highest dose activity change, negative = inhibition, hits mostly inhibitors. AID 2528. recombinant BLM DNA unwinding, fluorescence dequenching. 0.2% of 350,000 active;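 note: plate controls were vehicle for no effect and no enzyme for full effect; nearly all actives have a fitted effect of over 35% in size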
# Active calls of the source: *; i = inactive; ? = inconclusive; · = no result given; & = joins results of further samples; [ ] = remark or other dose. Unless noted, calls come from the whole dose curve; as a rule, active = well fitted curve in the direction sought with a large enough effect; inconclusive = small, poorly fitted or top-dose-only effect, or another doubt; inactive = no such curve, though single readings can be large; an effect the other way counts as inactive or inconclusive. Potency is the fitted concentration of half-maximal effect. These rows are one share of the data. The share of hits here may be higher or lower than overall.
SMILES,Pin1 inh,G9a block,BAZ2B block,Tb PGK inh,POLI inh,GLS inhibitor,JMJD2A Tudor,HP1b chromo inh,BLM helicase inh
COc1cccc(-c2cc(C(=O)Nc3ccc4c(c3)OCO4)no2)c1,3%&2%,2%,-6%&4%,-3%&-6%,136%&17%[activator],-16%&-7%,2%&-22%,15%&11%,-5%&-8%
NC(N)=NS(=O)(=O)c1ccc(NC(=S)Nc2ccc(F)cc2)cc1,1%,-32%,-22%,·,-14%,4%,-8%,36%[activator],-2%
COc1ccc(CCNC(=O)CN2C(=O)COc3ccc(S(=O)(=O)N4CCCC4)cc32)c(OC)c1,-7%&-10%,65%[activator],-6%[57.1 µM],-5%&-7%,-2%&-2%,-2%&0%,-7%&-18%,16%&26%,-2%&-3%
Cc1ccc(C)c(NC(=O)CN(C)C(=O)c2ccccc2OCc2ccc(Cl)cc2)c1,6%,-18%,-4%,-5%,-5%,2%,-16%,67%[activator],·
Cc1cc(C)n(C(=O)CCN2C(=O)c3ccccc3C2=O)n1,-12%,·,-4%,-9%,-9%,-4%,-2%,29%,-8%
COc1ccc(NS(=O)(=O)c2cc(NC(=O)[C@H](C)NC(N)=O)ccc2N2CCCC2)cc1,-4%,·,·,i,51%[activator],16µM*,-32%,10%,·
CC(Cc1ccccc1)NC(=O)c1cc2ccccc2o1 (stereo unspecified),-8%,-34%,37%[activator],0%,-10%,2%,11%,19%,-2%
Cn1c(=O)oc2cc(S(=O)(=O)CCC(=O)NCc3ccc(Cl)cc3)ccc21,0%,0%[59 µM],10%[57.1 µM],-4%,26%,0%,5%,28%,-1%
O=C(O)c1ccc(CNCc2ccc(Cl)cc2Cl)cc1,-1%,4%[2.33 µM],-31%,-5%,?,1%,10%,34%,3%
COc1cccc(NC(=O)NCc2c(-c3ccccc3)noc2C)c1,-2%,8%,-2%,-2%,-22%[58.9 µM],1%,-8%,7%,-2%
O=C(Cc1ccccn1)c1ccncc1,-1%,·,·,5%,35%[activator],-16%,-10%,1%,·
COc1ccc2c(c1)c(=O)c(C(=O)c1ccc(F)cc1)cn2CC(=O)Nc1ccc2c(c1)OCO2,4%,12%[59 µM],-3%,-9%,22%,-10%,-6%,37%,-7%
Cc1csc(SCC(=O)NCc2ccc3c(c2)OCO3)n1,7%,?,-21%,-1%,-4%,-16%,-3%,17%,-1%
O=C(Cc1c(C(=O)O)[nH]c2ccccc12)NC1CCCC1,-7%,-9%,14%,0%,4%,0%,-12%,33%,3%
COc1cccc(NC(=O)c2oc3ccccc3c2NC(=O)c2ccc(C(F)(F)F)cc2)c1,1%,-14%[59 µM],-6%,-9%,-19%,1%,-14%,30%,-1%
O=C(Nc1sc2c(c1C(=O)O)CCC2)c1ccccc1F,0%,?,-6%,-1%,-23%,16%,-6%,39%,1%
COc1ccccc1C(=O)Nc1c(C(=O)c2ccccc2)oc2ccccc12,2%,92%[activator][59 µM],-1%,9%,15%,2%,76%[activator],122%[activator],-6%
Cc1ccccc1Nc1c(C)c(C)nc2ncnn12,6%,8%[0.501 µM],12%,i,69%[activator],1%,-19%,16%,-7%
CCn1cc(S(=O)(=O)NC2CCCCC2)cn1,-1%,?,-21%,i,44%[activator],0%,-14%,42%[activator],-7%
O=C(NNC(=O)c1ccccc1-n1cccc1)c1ccc(Cl)nc1,0%,10%[12.7 µM],6%,5%,-15%,19%,-16%,28%,·
CCCCC(CC)C(=O)O (stereo unspecified),-1%,·,·,-4%,-15%,3%,-16%,-6%,·
N#C/C(=C/c1ccc(-c2ccccc2[N+](=O)[O-])o1)C(N)=O,?,-39%,-17%,3%,54%[activator],12%,-9%,24%,-17%
CC(C)C[C@H](NC(=O)c1nc[nH]c1C(=O)N[C@@H](CC(C)C)C(=O)OCc1ccccc1)C(=O)OCc1ccccc1,?,·,-2%,-2%,-5%,-7%,-24%,42%[activator],-18%
Cc1ccc(-c2cnc(C3CC3)o2)cc1S(=O)(=O)Nc1ccccc1,3%,18%,?,1%,-21%,2%,16%,40%[activator],-7%
COc1ccc(OC)c(S(=O)(=O)NCCc2sc(-c3cccnc3)nc2C)c1,1%,-5%[59 µM],3%,i,-3%,-12%,-15%,20%[57 µM],1%
Cc1cc(CNC[C@H]2O[C@@H](n3cnc(C(N)=O)n3)[C@H](O)[C@@H]2O)c(C)n1-c1cccnc1,?,·,·,6%,24%,-16%,-10%,38%,·
CC1(C)NC(=O)N(CCOc2cccc(Cl)c2Cl)C1=O,-11%,8%[59 µM],7%,-8%,8%,0%,-2%,64%[activator],3%
CCN1C(=O)[C@H]2[C@@H](c3ccc(-c4cccc(Cl)c4)c(OC)c3)N3CCC[C@@]3(C(=O)OC)[C@H]2C1=O,57%[activator],·,·,-10%,?,0%,-30%,13%,·
CCOc1cccc(OCCn2cnc3ccccc3c2=O)c1,-2%,20%[59 µM],0%,1%,138%[activator],0%,-13%,15%,-4%
CC1CCC(NC(=O)CC(NC(N)=O)c2ccccc2Cl)CC1 (stereo unspecified),-5%,17%,-3%,3%,40%[activator],6%,0%,19%,-2%
O=S(=O)(Cc1ccccc1)N1CCN(C/C=C/c2ccccc2)CC1,1%,-33%[12.7 µM],-13%,5%,14%,-2%,-9%,18%,0%
CC(C)c1ccc(NC(=O)c2cnc3sc(N4CCCC4)nn3c2=O)cc1,2%,12%[59 µM],5%,i,-22%,9%,-3%,55%[activator],-2%
Cc1ccc(C(=O)N2CCN(c3ccccc3)CC2)cc1S(=O)(=O)N1CCOCC1,-4%,107%[activator],0%,0%,86%[activator],1%,-12%,21%,-3%
O=C(CCl)NCc1c(Cl)cccc1-n1cccc1,3%,-32%[12.7 µM],-7%,-8%,-10%,0%,-18%,25%,-1%
Cc1cc(C(=O)NCC(=O)OCC(=O)N(C)C2CCCCC2)ccc1[N+](=O)[O-],-1%,-8%[59 µM],6%,-2%,?,1%,-12%,-9%,3%
Cc1nnc(NC(=O)CCCN2C(=O)c3ccccc3C2=O)s1,-4%,14%[59 µM],-8%,·,12%,-2%,-8%,16%,2%
CC(NC(=O)Cc1ccccc1)c1nc2ccccc2[nH]1 (stereo unspecified),-7%,?,17%,i,-7%,-14%,-7%,43%[activator],-1%
COc1ccccc1CCNC(=O)CCn1c(=O)c2cccn2c2ccc(F)cc21,9%&2%,16%,-18%&-18%,-1%&-7%,2%&25%,1%&8%,-7%&-10%,10%&22%,3%&-3%
CC1(C)CC(=O)C(Sc2ccccc2)=C(O)C1,-2%,45µM*,-12%,-1%,1%,15%,3%,59%[activator],3%
CNC(=O)CS(=O)(=O)CC(=O)Nc1cc(OCCOC)c(Cl)cc1Cl,-4%,5%,-10%,-2%,105%[activator],12%,-15%,8%,-3%
CC(=O)Nc1sc2c(c1CN1CCN(C)CC1)CCCC2,-4%,12%[0.501 µM],-5%,-4%,21%,18%,-11%,-15%,-5%
CC(=O)NS(=O)(=O)c1ccc(NC(=S)NC(=O)COc2ccccc2C)cc1,2%,-8%[59 µM],0%,0%,1%,21%,-23%,6%,-1%
COc1ccccc1CNC(=O)C1CCN(c2ncnc3c2nc2n3CCCCC2)CC1,-8%&-2%,-6%[59 µM],17%&-1%,-7%&-3%,-8%&-2%,-1%&-26%,-6%&-9%,16%&28%,-1%&-2%
COc1ccc(CC(C)N2CCN(Cc3ccccc3)CC2)c(OC)c1 (stereo unspecified),-9%,-51%[59 µM],-32%,-9%,?,5%,?,28%,-12%
CCN(CC)S(=O)(=O)c1ccc(N2CCOCC2)c(NC(=O)C(=O)c2c(-c3ccccc3)cc3ccccn23)c1,-5%,35µM*,-34%,i,20%,·,-32%,-26%,-7%
CC(=O)Nc1ccc(/C=C/C(=O)c2ccc3c(c2)OCCO3)cc1,25%,-22%,-11%,0%,?,-11%,-13%,15%,-1%
CCC(CO)n1c(SCc2cc([N+](=O)[O-])cc3c2OCOC3)nc2ccccc2c1=O (stereo unspecified),-3%,18%[59 µM],?,5%,10%,0%,?,-8%,-9%
COc1ccc(NC(=O)C2C3C=CC(C3)C2C(=O)O)cc1 (stereo unspecified),-12%,3%,-13%,i,29%,-1%,-16%[11.4 µM],38%,4%
O=C(O)Cc1sc(Nc2cccc3ccccc23)nc1-c1ccc(Cl)cc1,2%,25µM*,?,0%,178%[activator],?,-28%,1%,-11%
O=c1c2c(nc3nc(Cc4ccccc4)[nH]n13)CCC2,7%,8%[59 µM],-12%,-4%,-6%,7%,-7%,27%,-5%
CCOc1ccc(NC(=O)CN(C)C(=O)CCCc2c[nH]c3ccccc23)cc1OCC,2%,?,?,-9%,30%[activator],14%,?,-26%,·
O=C(NCc1ccc2c(c1)OCO2)c1ccc2c(c1)N(Cc1ccc(F)cc1)C(=O)c1ccccc1S2=O (stereo unspecified),-3%,-2%[59 µM],-9%,-4%,-6%,-8%,-17%,2%,-8%
CN1c2cccc3cccc(c23)N(C)C1(C)C,-2%,-41%[0.0925 µM],50µM*,7%,110%[activator],?,?,?,-6%
Cc1ccc(C(=O)N/C(=C/c2cccs2)C(=O)N2CCCCC2)cc1,1%,-2%[59 µM],?,-1%,-12%,15%,-13%,28%,0%
COc1cccc(N2CCN(C(=O)CCc3c(C)nc4c(c3C)c(=O)n(C)c(=O)n4C)CC2)c1,3%,-42%[59 µM],-5%,i,44%[activator],3%,-8%,49%[activator],2%
COc1ccc(-c2cc(C(=O)NCCN3CCOCC3)no2)cc1OC,-1%,6%,4%,-9%,29%,4%,-13%,-8%,-2%
Cc1cc(C)cc(NC(=O)C(=O)NCC(c2cccnc2)N2CCOCC2)c1 (stereo unspecified),2%,-39%[59 µM],79µM*,9%,-6%,1%,-17%,20%,1%
COc1ccccc1NC(=O)N1CCN(C(=O)c2ccco2)CC1,-2%,84%[activator],0%,5%,15%,0%,5%,16%[57 µM],-1%
